Screens (PubChem)
CHRM4 agonist: human M4 muscarinic receptor agonists, primary screen, CHO-K1 cells, Fluo-8 calcium fluorescence | 0.14% of 360,000 active | CHO-K1 hM4/Gqi5; vehicle 0%, full acetylcholine response 100% | AID 624127, 2012 | Muscarinic acetylcholine receptor M4 (Homo sapiens), P08173 | activation, % at 3 µM;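 active = activation above the run mean over all test wells plus 3 SD, cut at about 32% in these data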;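 note: peak over basal fluorescence ratio per well then scaled between controls; 0% = DMSO wells and 100% = acetylcholine at EC100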
CHRM4 PAM: human M4 muscarinic receptor positive allosteric modulators, primary screen, CHO-K1 cells, Fluo-8 calcium fluorescence. Muscarinic acetylcholine receptor M4 (Homo sapiens), P08173. CHO-K1 hM4/Gqi5, ACh EC20; 0% = ACh EC20, 100% = maximal ACh. activation, % at 3 µM. 0.4% of 360,000 active. AID 624126, 2012;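 active = activation above its plate's cutoff, the mean activation of sample wells plus 3 SD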; note: some results filed as inactive read as strong as hits
M5 PAM: human M5 muscarinic receptor positive allosteric modulators, primary screen, CHO-K1 cells, Fluo-8 calcium fluorescence; Muscarinic acetylcholine receptor M5 (Homo sapiens), P08912; CHO-K1 hM5, ACh EC20 PAM; 0% = ACh EC20, 100% = ACh EC100; activation, % at 3 µM; 0.3% of 360,000 active; AID 624038, 2012;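 active = activation above the run cutoff, the mean activation of all test compounds plus 3 SD, cut at about 18% in these data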
Target sequence (P08912 whole entry, looked up): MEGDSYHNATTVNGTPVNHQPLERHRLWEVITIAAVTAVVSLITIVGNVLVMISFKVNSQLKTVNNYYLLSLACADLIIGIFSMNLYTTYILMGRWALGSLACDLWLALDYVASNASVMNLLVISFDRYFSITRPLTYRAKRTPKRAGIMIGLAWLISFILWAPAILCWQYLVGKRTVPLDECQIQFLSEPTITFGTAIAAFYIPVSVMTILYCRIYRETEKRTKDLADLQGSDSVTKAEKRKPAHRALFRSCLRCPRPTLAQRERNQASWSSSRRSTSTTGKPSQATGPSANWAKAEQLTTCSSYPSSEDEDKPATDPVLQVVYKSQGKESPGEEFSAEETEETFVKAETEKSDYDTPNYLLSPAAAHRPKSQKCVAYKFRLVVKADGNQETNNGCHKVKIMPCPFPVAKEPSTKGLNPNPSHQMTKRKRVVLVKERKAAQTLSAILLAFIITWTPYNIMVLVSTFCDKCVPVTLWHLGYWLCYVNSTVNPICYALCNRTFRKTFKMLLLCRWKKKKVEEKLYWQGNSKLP
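system = human M5 receptor in CHO-K1 cells | compound = one concentration, 3 µM final (nominal) | schedule = Post-acetylcholine fluorescence recording 140 s | signal = Fluo-8 calcium dye fluorescence, kinetic read | benchmarks = low control EC20 acetylcholine (0%), high control EC100 acetylcholine (100%) | repeats = singlicate, one well per test compound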
M1 PAM: human M1 muscarinic receptor positive allosteric modulators, primary screen, CHO-K1 cells, Fluo-8 calcium fluorescence, 1536-well; Muscarinic acetylcholine receptor M1 (Homo sapiens), P11229; activation, % at 3 µM; AID 588819, 2011; 0.088% of 360,000 active; CHO-K1 hM1, ACh EC20; 0% = ACh EC20, 100% = maximal ACh; in the data active = activation above about 19%, passing the limit was not always enough
Target sequence (P11229 whole entry, looked up): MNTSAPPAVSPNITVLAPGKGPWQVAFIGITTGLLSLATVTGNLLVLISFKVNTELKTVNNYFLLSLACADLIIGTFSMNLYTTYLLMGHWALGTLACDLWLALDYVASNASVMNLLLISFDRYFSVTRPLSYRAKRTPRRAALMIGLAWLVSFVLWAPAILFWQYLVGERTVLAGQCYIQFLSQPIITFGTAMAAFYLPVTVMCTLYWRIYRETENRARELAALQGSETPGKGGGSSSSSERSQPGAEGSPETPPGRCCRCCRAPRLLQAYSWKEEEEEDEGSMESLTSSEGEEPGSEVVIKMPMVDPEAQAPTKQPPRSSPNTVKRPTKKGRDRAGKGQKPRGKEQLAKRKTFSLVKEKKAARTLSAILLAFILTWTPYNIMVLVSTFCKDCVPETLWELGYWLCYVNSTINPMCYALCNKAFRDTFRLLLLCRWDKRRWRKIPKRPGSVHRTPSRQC
CHRM4 antagonist: human M4 muscarinic receptor antagonists, primary screen, CHO cells, Fluo-8 calcium fluorescence. CHO-hM4 cells, ACh EC80. 0.73% of 360,000 active. Muscarinic acetylcholine receptor M4 (Homo sapiens), P08173. inhibition, % at 3 µM;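 active = inhibition above its plate's cutoff, the mean inhibition of sample wells plus 3 SD, cut at about 27% in these data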;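 note: 0% = acetylcholine EC80 with DMSO and 100% = DMSO without agonist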
M5 ag: human M5 muscarinic receptor agonists, primary screen, CHO-K1 cells, Fluo-8 calcium fluorescence. CHO-K1 hM5 cells; 0% DMSO wells, 100% maximal acetylcholine response. activation, % at 3 µM. 0.19% of 360,000 active. AID 624037, 2012;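 active = activation above the run's mean over test compounds plus 3 SD, cut at about 23% in these data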;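 note: signal is peak over basal fluorescence ratio across the kinetic read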
CRFR2-BP ag: agonists of CRF-BP/CRF-R2 complex, primary screen, cell-based, HEK293, calcium dye fluorescence, uHTS | CRF-binding protein / CRF receptor 2 complex (human) | calcium dye fluorescence (FLIPR); percent of saturating CRF peptide response | 0.46% of 350,000 active | activation, % at 13.2 µM | AID 588473, 2011;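 active = activation of at least 50%, plus an integration ratio under a set limit after plate pattern correction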;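 note: plate controls were neutral control wells without compound for no effect and CRF at EC100 for full effect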
M5 antag: human M5 muscarinic receptor antagonists, primary screen, CHO cells, Fluo-8 calcium fluorescence; CHO-hM5 cells, ACh EC80; inhibition, % at 3 µM; 0.59% of 360,000 active; AID 624040, 2012;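 active = inhibition above a per-plate cutoff, the mean of that plate's test compounds plus 3 SD, cut at about 27% in these data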;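 note: 0% = acetylcholine EC80 with DMSO and 100% = DMSO without agonist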
CHRM1 antagonist: human M1 muscarinic receptor antagonists, primary screen, CHO-K1 cells, Fluo-8 calcium fluorescence, 1536-well | Muscarinic acetylcholine receptor M1 (Homo sapiens), P11229 | CHO-K1 hM1, ACh EC80 antagonist | inhibition, % at 3 µM | 1.3% of 360,000 active | AID 588852, 2011;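 active = percent inhibition above its own plate's cutoff, namely the mean of that plate's compound wells plus 3 SD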;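 note: peak over basal fluorescence ratio during 140 s after agonist addition; 0% = ACh EC80 plus DMSO and 100% = DMSO alone without agonist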
The depositor's hits bear a star; . = not tested or not shown.

Each structure is followed by: M5 antag, M5 PAM, CRFR2-BP ag, CHRM4 antagonist, M1 PAM, M5 ag, CHRM4 PAM, CHRM1 antagonist, CHRM4 agonist
1	CCn1c(N2CCN(S(=O)(=O)c3ccc(OC)cc3)CC2)nc2ccccc21
 : 8, -30, -0.6, -2, -18, 4, -14, 9, 18
2	NS(=O)(=O)c1ccc(CCNC(=O)c2ccncc2)cc1
 : 9, 10, 1.6, 7, 20, -2, -10, -11, 0
3	CC(Oc1ccccc1)C(=O)Nc1nnc(S(=O)(=O)N2CCCCC2)s1 (stereo not given)
 : -5, -4, 3.0, -16, 7, 4, 6, -2, 6
4	Cn1c2ccccc2c(=O)c2ccc(NCc3ccc4c(c3)OCO4)cc21
 : 10, -3, 5.1, 0, 5, 1, -1, -3, 1
5	O=C(N/N=C/c1ccc(-c2cccc([N+](=O)[O-])c2)o1)c1ccccc1O
 : -5, -7, -2.7, -6, 4, -4, 1, -3, 2
6	NC(Cc1cccc2nsnc12)C(=O)O (stereo not given)
 : -8, 5, 1.8, 0, -2, -6, 5, 1, 1
7	CCCNC(=O)c1onc(CSc2ccccc2)c1C(=O)NCCC
 : 5, 1, 0.4, 2, 5, -1, 3, -1, 0
8	Cc1nn(-c2ccccc2)c(Cl)c1/C=N/NC(=O)CNC(=O)c1ccccc1Cl
 : 5, -2, -5.0, -8, -2, -6, 12, 3, 4
9	COCCn1c(SCC(=O)N2CCOCC2)nnc1-c1ccco1
 : -8, 4, -0.4, 1, 3, -3, 1, -8, 0
10	O=C(CCCCCCCC(=O)N1CCCCC1)N1CCCCC1
 : -3, 0, 0.7, -8, 6, 2, 12, -15, 4
11	CCn1cc(C(=O)N2CCN(c3cccc(Cl)c3)CC2)c2cc(OC)c(OC)cc2c1=O
 : -2, -8, -3.1, -7, 3, -2, 0, -15, 3
12	CC1(C)Cc2c(c(N3CCOCC3)nc3snc(N)c23)CO1
 : -5, 4, -1.8, 6, 3, 1, -2, -12, 1
13	COC(=O)C1=C(C(=O)OC)[C@@H]2N(C)c3ccccc3[C@@]23C[C@@H](C(=O)OC)N(C(=O)c2cc(C)oc2C)C3=N1
 : 9, 1, -0.1, 18, 0, -2, 13, 6, 3
14	CC[n+]1cccc(-c2nc3ccccc3s2)c1
 : 0, -2, -0.1, -5, 7, -8, 2, -2, 1
15	CCCc1nc2ccc(Cl)cn2c1Cc1cccc(Cl)c1
 : -5, -14, ., -1, -13, -3, -8, 9, -2
16	O=C1CC(N2CCC(c3nc4ccccc4o3)CC2)C(=O)N1c1cc(Cl)cc(Cl)c1 (stereo not given)
 : -9, 6, 1.1, 4, -1, -6, -1, -2, -3
17	O=C(COC(=O)[C@H](Cc1ccccc1)NC(=O)c1cccs1)NC1CC1
 : 1, -1, -0.3, 0, 2, -1, -3, -5, 1
18	CC(C)c1ccc(N2C(=O)/C(=C/N(C)C)SC2=S)cc1
 : 5, -1, 38, 5, 2, 10, -3, 3, 5
19	Nc1c(C(=O)c2ccccc2)oc2ccc(Br)cc12
 : 3, -7, 1.6, -7, -2, -1, -8, 2, -3
20	O=C(O)c1cc(N2CCCCC2)ccn1
 : 7, 3, -0.6, 0, 1, 2, -2, -6, 1
21	COC(CNC(=O)c1cnn2c(C)c(Cc3ccccc3)c(C)nc12)OC
 : 19, -13, -3.8, -4, 0, -2, 0, 7, 3
22	COc1ccc(CNC(=O)CSc2nnc3nc(C)cc(C)n23)cc1OC
 : 6, -2, 1.3, 2, -1, 1, -8, 4, 0
23	CC(C)N(Cc1nc(-c2ccccc2)no1)C(=O)C(Cl)(Cl)Cl
 : 0, -8, 1.0, -14, 3, -9, 0, -1, 5
24	COc1cc2c(cc1CNC[C@H]1O[C@@H](n3cnc(C(N)=O)n3)[C@H](O)[C@@H]1O)OCO2
 : -5, 3, 0.8, -2, 10, 0, 4, -3, 1
25	CC(C)(C)C1CCc2c(sc(NC(=O)C3CCCO3)c2C(N)=O)C1 (stereo not given)
 : 1, -5, -2.0, 0, 8, 2, 6, 2, 1
26	O=C(Nc1ccccc1F)c1ccc2sc([C@@H]3O[C@H](CO)[C@H](O)[C@H](O)[C@H]3O)nc2c1
 : -1, -2, ., -10, 0, -1, 12, -10, 0
27	Cc1cccc(NS(=O)(=O)c2cccc(C(=O)Nc3cccc(C(=O)O)c3)c2)c1
 : 9, -1, -0.6, 8, 7, 1, -3, -11, 0
28	CCn1cc(S(=O)(=O)N2CCN(c3ccc(Cl)cc3)CC2)cn1
 : -9, -4, -1.3, 6, -2, -2, -2, -5, 5
29	CC(C)c1nnc(NC(=O)CCC(=O)NC2CCCc3ccccc32)s1 (stereo not given)
 : 0, -5, -1.3, 2, 4, -1, -7, -8, 2
30	CCN1CCN(C(=O)c2ccc(Cl)c(S(=O)(=O)N3CCCCCC3)c2)CC1
 : -5, 3, 0.4, -1, 15, 0, 1, -8, 1

An excerpt from above in order of their number in CHRM4 agonist, smallest number first.
item | SMILES | CHRM4 agonist
9 | COCCn1c(SCC(=O)N2CCOCC2)nnc1-c1ccco1 | 0
30 | CCN1CCN(C(=O)c2ccc(Cl)c(S(=O)(=O)N3CCCCCC3)c2)CC1 | 1
18 | CC(C)c1ccc(N2C(=O)/C(=C/N(C)C)SC2=S)cc1 | 5

Other records.
Each structure is followed by: M5 antag, M5 PAM, CRFR2-BP ag, CHRM4 antagonist, M1 PAM, M5 ag, CHRM4 PAM, CHRM1 antagonist, CHRM4 agonist
31	CN(C)c1ccc(CNC(=O)CCNS(=O)(=O)c2cc(Br)cnc2N)cc1
 : 7, -4, 1.2, 2, 12, -8, 2, -15, 1
32	O=C(NCCN1CCN(c2ccccc2)CC1)C1CCN(S(=O)(=O)c2cccc3nsnc23)CC1
 : 3, -5, -3.2, 7, 2, -5, -8, 4, 2
33	S=C1NC2(CCCCCC2)N=C1c1ccccc1
 : -3, 1, -3.2, -1, 0, -1, -6, -4, -1
34	O=C(CC12CC3CC(CC(C3)C1)C2)NCc1ccccc1
 : 5, 0, -1.7, -14, 9, -4, 5, -17, 0
35	COc1ccc(CC(=O)Nc2ccc(S(=O)(=O)N3CCOCC3)cc2)cc1
 : 6, -3, 0.0, 12, 4, 6, 2, 0, 2
36	CCNc1oc(-c2cccc3ccccc23)nc1C#N
 : 0, 0, -1.9, 0, 6, -3, -3, -5, 2
37	COc1ccc(-c2csc(C(O)c3ccccc3)n2)cn1 (stereo not given)
 : -2, 0, ., 1, 2, 0, -1, -7, 1
38	CC(=O)NC(C(=O)c1ccccc1)N1CCCCC1 (stereo not given)
 : 17, 6, -2.1, 4, 4, -14, -7, -12, 1
39	CC(=O)c1ccc(N2CCN(C(=O)c3ccc(Cl)c(S(=O)(=O)NC4CC4)c3)CC2)c(F)c1
 : -3, -15, -1.2, -21, 0, 1, -5, 2, 20
40	CC(C)CN1C(=O)C(=O)N(CC(=O)NC(C)CCc2ccccc2)C1=O (stereo not given)
 : 6, 2, -1.7, 0, 7, 1, 3, -4, 1
41	O=C(Nc1ccc(Cc2ccncc2)cc1)c1ccc(Br)o1
 : 6, -41, -1.0, 6, -3, -6, -13, 9, 11
42	Cc1ccc(S(=O)(=O)CCC(=O)N2CCN(c3ccc([N+](=O)[O-])cc3)CC2)cc1
 : -5, -1, -1.6, -4, -8, -1, -2, 18, 5
43	Nc1ccc2nn(-c3ccc(Cl)cc3)nc2c1
 : 12, -3, 0.7, 11, 8, -1, 12, -10, 3
44	CC(C)C(OC(=O)c1cccs1)C(=O)NCc1ccc2c(c1)OCO2 (stereo not given)
 : 3, 4, -0.9, 4, 6, -1, -6, -5, 0
45	Cc1cc(NS(=O)(=O)c2ccc(NC(=O)c3ccc(Cl)cc3Cl)cc2)no1
 : -4, 0, -0.6, -26, 1, -5, 4, -6, 0
46	Cc1ccc(NC(=O)CCC(=O)NNC(=O)COc2ccc([N+](=O)[O-])cc2)c(C)c1
 : 0, 2, -0.4, -1, 7, -4, 5, -5, 0
47	CCOC(=O)C1=C(NC(=S)NC(=O)c2ccccc2)c2ccccc2CC1(C)C
 : 7, -14, 28, 12, 1, 4, -4, 11, .
48	COc1ccc(/C(=N/O)C(C)(C)NO)cc1
 : -5, 0, 4.1, 6, 12, 0, 5, -16, 1
49	CN1CCN(C(=O)Nc2cccc(-c3ccccc3)c2)CC1
 : 7, -13, 1.2, 17, -16, -20, -7, 31*, 1
50	CCCS(=O)(=O)NC(=O)C1(C)CCCN(C(=O)c2ccc3snnc3c2)C1 (stereo not given)
 : 7, -2, ., -1, 3, -1, 3, -6, 0
51	Cn1c(/C=C(\C#N)C(N)=S)ccc1-c1ccc(Br)cc1
 : 9, 1, 2.8, 8, -1, 5, -7, 8, 3
52	CN(C(=O)COC(=O)/C=C/c1ccc2c(c1)OCO2)c1c(N)n(Cc2ccccc2)c(=O)[nH]c1=O
 : 5, 4, -0.7, -7, 7, 0, 12, -11, 2
53	O=c1cc(CNCCCO)c2ccccc2[nH]1
 : -6, 1, 0.8, -2, 4, -2, 17, -3, 0
54	COc1cc(S(=O)(=O)N2CCOCC2)cc(C(=O)OCC(=O)NCc2ccco2)c1OC
 : 8, -4, -0.1, 4, 5, 3, 2, -3, 1
55	O=C1N2CCSC2=NC1(Nc1ccccn1)C(F)(F)F (stereo not given)
 : 14, -4, 0.9, -16, -4, 1, 2, -6, 2
56	COc1ccc(/C=C(/NC(=O)c2ccco2)C(=O)NCc2ccco2)cc1OC
 : 17, -7, -2.6, -10, 19, -3, 26*, -7, -2
57	Oc1ccc(C[C@@H](CN2CCC[C@@H]2CN2C(=S)NC[C@@H]2Cc2ccccc2)N2C[C@H](Cc3ccccc3)N(CCc3ccccc3)C2=S)cc1
 : 5, -10, ., 7, 5, 3, -4, -5, 0
